# Neddylation inh: inhibitors of cullin neddylation, primary screen, biochemical, TR-FRET, uHTS, NAE and Ubc12. calls only at 25 µM. actives 0.58% (n = 360,000); in the data active = inhibition above about 36%
# Target sequence (P61081 whole entry, looked up): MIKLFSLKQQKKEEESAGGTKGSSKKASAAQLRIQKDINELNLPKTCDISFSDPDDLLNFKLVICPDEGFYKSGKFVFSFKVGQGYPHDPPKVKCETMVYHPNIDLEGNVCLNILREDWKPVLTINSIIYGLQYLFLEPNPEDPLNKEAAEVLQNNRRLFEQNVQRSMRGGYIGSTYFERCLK
# Target sequence (Q13564 whole entry, looked up): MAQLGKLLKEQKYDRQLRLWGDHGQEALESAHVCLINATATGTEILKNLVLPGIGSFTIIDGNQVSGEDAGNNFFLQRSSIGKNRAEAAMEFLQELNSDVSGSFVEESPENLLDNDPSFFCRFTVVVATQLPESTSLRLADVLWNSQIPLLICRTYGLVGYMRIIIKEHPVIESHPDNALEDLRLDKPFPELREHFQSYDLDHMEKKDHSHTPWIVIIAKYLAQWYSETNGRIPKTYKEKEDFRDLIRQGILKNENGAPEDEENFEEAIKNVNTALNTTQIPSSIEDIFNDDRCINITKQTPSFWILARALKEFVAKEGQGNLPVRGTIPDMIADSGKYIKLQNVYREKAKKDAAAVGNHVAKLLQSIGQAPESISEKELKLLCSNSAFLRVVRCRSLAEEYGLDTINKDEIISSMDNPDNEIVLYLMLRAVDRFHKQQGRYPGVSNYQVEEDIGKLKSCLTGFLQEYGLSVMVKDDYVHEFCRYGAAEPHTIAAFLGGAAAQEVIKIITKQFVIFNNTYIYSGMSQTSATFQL
# bovine MsrA act: bovine MsrA enzyme activators, primary screen, biochemical, absorbance, HTS. Methionine sulfoxide reductase A (Bos taurus). purified bovine MsrA, absorbance read-out. activation, % at 10.6 µM. actives 0.3% (n = 360,000). AID 602163, 2012; in the data active = activation above about 7.5%;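 note: 0% = vehicle and 100% = reference activator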
# E coli Lon inh: inhibitors of E. coli Lon protease, primary screen, biochemical, fluorescence polarization; actives 0.42% (n = 360,000); P0A9M0; inhibition, % at 7.94 µM; purified E. coli Lon protease; in the data active = inhibition above about 13%, passing the limit was not always enough;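 note: 0% = enzyme with probe and DMSO and 100% = no enzyme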
# Tb MetRS inh: T. brucei MetRS inhibitors, primary screen, biochemical, luminescence. actives 0.4% (n = 360,000). purified T. brucei MetRS, ATP depletion, Kinase-Glo luminescence. inhibition, % at 11.9 µM. methionyl-tRNA synthetase (Trypanosoma brucei brucei). AID 624268, 2012;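 active = inhibition above a per-plate cutoff of the control wells' mean inhibition plus 3 SD, cut at about 5.5% in these data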;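 note: 0% = DMSO wells median and 100% = median of wells with control inhibitor compound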
#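 Dosing: 11.9 µM single point; system: parasite MetRS enzyme; technique: luminescence of leftover ATP; times: 15 min enzyme-compound preincubation, 2 h reaction, 10 min detection, 25 °C; replicates: each compound tested once; read-out basis: percent inhibition relative to median high and low control wells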
# CSN deneddyl inh: inhibitors of CSN-mediated cullin deneddylation, primary screen, biochemical, fluorescence polarization, uHTS; Purified CSN, SCF-Nedd8-OG deneddylation; inhibition, % at 12.5 µM; actives 0.38% (n = 360,000); AID 651999, 2013;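 active = pattern-corrected inhibition above about 35%, with an unprinted fluorescence ratio check between 0.5 and 1.5, limit read from the data, passing the limit was not always enough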;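 note: 0% = enzyme with substrate and 100% = substrate without enzyme; some results filed as inactive read as strong as hits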
# Target sequence (Q92905 whole entry, looked up, one chain of several): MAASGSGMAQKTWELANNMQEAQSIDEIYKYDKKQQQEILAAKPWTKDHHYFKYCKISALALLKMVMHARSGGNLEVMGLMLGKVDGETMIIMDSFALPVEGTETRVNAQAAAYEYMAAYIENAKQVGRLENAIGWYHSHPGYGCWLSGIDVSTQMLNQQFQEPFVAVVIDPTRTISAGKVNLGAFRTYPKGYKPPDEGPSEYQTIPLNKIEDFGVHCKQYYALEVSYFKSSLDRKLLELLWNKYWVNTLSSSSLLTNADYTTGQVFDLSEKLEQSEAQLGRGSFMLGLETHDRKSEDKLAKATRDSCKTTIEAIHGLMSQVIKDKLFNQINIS
#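 Assay system: purified human Csn5 enzyme expressed in HEK293T cells; Input: 0.24 nM Csn5 enzyme, final concentration; Reagent: 10 nM SCFSkp2-Nedd8OG; Compound dosing: 12.5 µM single point; Times: reaction 90 min, room temperature; Technique: fluorescence polarization readout.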
# Rin1-Abl PPI inh: inhibitors of Rin1-Abl protein binding, primary screen, biochemical, TR-FRET; AID 588664, 2011; actives 0.4% (n = 360,000); inhibition, % at 7.35 µM; in the data active = inhibition above about 5%, passing the limit was not always enough
# MLLE-PAM2 inh: inhibitors of PABP1 MLLE–PAM2 peptide binding, primary screen, biochemical, fluorescence polarization, FITC-PAM2, GST-MLLE | actives 0.36% (n = 360,000) | Polyadenylate-binding protein 1 (Homo sapiens), P11940 | inhibition, % at 20 µM; in the data active = inhibition above about 35%, passing the limit was not always enough;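 note: plate controls were DMSO wells with GST-MLLE for no effect and wells lacking GST-MLLE protein for full effect; some results filed as inactive read as strong as hits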
# FAS TE block: FAS thioesterase domain inhibitors, primary screen, biochemical, fluorescence intensity, uHTS | Fatty acid synthase (Homo sapiens), P49327 | inhibition, % at 15 µM | actives 0.67% (n = 360,000) | recombinant FAS-TE, OMFH fluorogenic substrate, fluorescence endpoint;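 active = compounds whose normalised, plate-corrected inhibition of enzyme fluorescence in the single-dose primary screen is 50% or more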;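 note: 0% = DMSO with enzyme and 100% = substrate without enzyme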
# MsrA inhibitor: bovine MsrA enzyme inhibitors, primary screen, biochemical, absorbance, HTS; purified bovine MsrA, absorbance read-out; AID 651718, 2012; actives 0.75% (n = 360,000); inhibition, % at 15.5 µM; in the data active = inhibition above about 4.5%;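 note: 0% = vehicle wells with enzyme and 100% = reference inhibitor wells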
# The depositor's hits bear a star; i = inactive; x = not tested or not shown; + = active, no number.
SMILES,Neddylation inh,bovine MsrA act,E coli Lon inh,Tb MetRS inh,CSN deneddyl inh,Rin1-Abl PPI inh,MLLE-PAM2 inh,FAS TE block,MsrA inhibitor
COc1ccc(CNC(=O)CCCn2c(SCC#N)nc3cc4c(cc3c2=O)OCO4)cc1,i,-3,-5,0.2,0,-3,-1,-4,-0.7
CS(=O)(=O)N(CCc1ccccc1)CC(=O)NCc1ccncc1,i,-2,-3,0.1,-8,-1,9,-8,-0.2
O=C1NC(=Nc2ccccc2)c2c1cccc2[N+](=O)[O-],i,-2,0,-0.1,-12,0,17,1,1.5
COc1ccc(N2CCN(Cc3nc4c(c(=O)n(C)c(=O)n4C)n3C(C)C(C)=O)CC2)cc1 (stereo not drawn),i,-10,-6,-1.7,2,-1,18,-7,-0.4
CCC(=O)c1ccc(OCC(=O)Nc2ccccc2N2CCOCC2)cc1,i,-2,-11,-0.2,-1,4,-12,6,-0.7
Cc1ccc(-n2nc3c(c2NC(=O)c2ccccc2Br)CS(=O)C3)cc1 (stereo not drawn),i,-1,-4,-0.4,9,-2,-17,-6,0.0
O=C(Nc1ccc(N2CCOCC2)cc1)C1(S(=O)(=O)c2ccccc2)CC1,i,-8,-4,-1.6,-2,-5,12,-5,0.3
Fc1ccc(-c2nnc(CN3CCC(c4nc5ccccc5s4)CC3)o2)cc1,i,-3,15,0.0,2,0,-5,5,1.4
COc1ccc(N2C(=O)CC(N3CCN(C4CCc5ccccc5C4)CC3)C2=O)cc1 (stereo not drawn),i,1,-1,-0.3,1,0,-4,-5,-0.8
CCCCC(=O)Nc1nnc(S(=O)(=O)N(C)Cc2ccco2)s1,i,-4,6,-0.9,2,-1,3,-5,0.8
O=C(NCc1ccc2c(c1)OCO2)c1cc([N+](=O)[O-])ccc1N1CCOCC1,i,-3,-4,0.3,-6,0,-11,52*,x
CCC(=O)N1CCN(c2nc(C)nc3sc(C)c(C)c23)CC1,i,-1,4,-0.2,4,1,-7,-4,0.0
CCN(Cc1nc2ccccc2c(=O)[nH]1)C(=O)COc1ccccc1Cc1ccccc1,i,-1,-9,-0.3,0,-1,-20,14,-0.8
O=C(CSCc1nc2c(nnn2Cc2ccc(F)cc2)c(=O)[nH]1)Nc1c(Cl)cc(Cl)cc1Cl,i,-3,4,-1.0,31,-1,-11,4,0.1
O=C1NC2(CCCCC2)Oc2ccccc21,i,1,-4,0.0,3,-2,13,-8,0.8
CCCCn1c(N)c(N(CCOC)C(=O)c2cccc(S(=O)(=O)N(C)c3ccc(C)cc3)c2)c(=O)[nH]c1=O,i,-1,-20,0.5,3,-1,7,-3,0.3
COc1ccccc1NC(=O)CN1CCC(n2c(C)nc3cc(F)ccc32)CC1,i,-7,-2,-0.1,-1,2,-3,0,-1.1
O=C(Oc1ccc(/C=N/O)cc1)c1ccccc1,i,-2,-8,-0.2,0,3,1,-7,2.0
CC1=C(C(=O)OC(C)C)C(c2cccs2)C(C(=O)OC(C)C)=C(C)N1,i,2,-3,0.2,0,2,-11,24,1.7
CCc1ccc(C(=O)NNC(=O)c2ccc(=O)n(C)n2)cc1,i,0,-6,0.0,7,1,-8,-2,-0.3
CCC(C)NC(=O)Cn1c(COc2ccc(Cl)cc2Cl)nc2ccccc21 (stereo not drawn),i,-1,6,0.3,-10,2,-13,-4,-1.8
CSCCC(NC(=O)COc1ccccc1)C(=O)NCc1cccs1 (stereo not drawn),i,-5,5,0.2,6,1,-13,2,1.1
Cc1ccnc(NS(=O)(=O)c2ccc(NC(=O)C3CC3)cc2)n1,i,-3,-11,-0.2,-2,-1,1,-6,0.5
COC(=O)c1sccc1NC(=O)c1ccc(C(C)C)cc1,i,-1,-2,-0.2,2,2,-10,30,0.6
S=C(NCCN1CCCCC1)Nc1ccccc1,i,-9,-6,-0.5,-3,9.0*,-7,-13,-1.0
Nc1cc(=O)[nH]c(SCC(=O)N2N=C(c3ccc4ccccc4c3)CC2c2ccccc2)n1 (stereo not drawn),i,-3,-2,0.9,4,-2,8,-6,1.3
COc1ccc(C(O)c2ncc(C(F)(F)F)cc2Cl)cc1 (stereo not drawn),i,-5,1,-0.6,0,0,2,-3,0.2
Nc1nnn(CC(=O)N/N=C/c2cn[nH]c2-c2ccccc2)n1,i,-4,7,-0.4,6,4,8,-7,0.1
CCOC(=O)/C=C/c1ccc(C(F)(F)F)cc1S(=O)(=O)NC(C)(C)C,i,2,-4,-0.3,5,4,9,18,0.3
C/C(Cl)=C/Cn1c(NCCCn2ccnc2)nc2c1c(=O)[nH]c(=O)n2C,i,-1,10,-0.2,1,-1,8,-4,0.6
O=C(Nc1ccn(CCCNCCCN2CCCC2=O)c(=O)n1)OCc1ccccc1,i,-1,4,-1.5,7,-4,9,-9,-0.1
CC(C)(CNC(=O)Cc1ccc(Cl)cc1Cl)N1CCOCC1,i,-3,5,-0.1,-2,-2,-8,-3,0.2
CC(C)(C)OC(=O)N1Cc2ccccc2C[C@H]1C(=O)NCC(=O)NC1CCCCC1,i,0,0,0.3,7,-1,-8,-3,-0.9
CCNS(=O)(=O)c1cc(OC)c(Cl)cc1OC,i,-7,-6,-1.2,-2,0,3,-13,0.1
O=C(NC(=S)NNS(=O)(=O)c1ccc(Cl)cc1)c1cccnc1,i,-2,15,-0.9,-7,4,40*,0,-0.2
COc1ccc(NC(=O)c2cc(-c3cccs3)on2)cc1OC,i,-10,4,-1.1,-4,1,1,-3,0.2
CCCCCCCCCCCCCCC(O)C[N+](C)(CCO)CCO (stereo not drawn),i,0,5,-0.5,-2,2,-11,-128,-2.0
COc1cc(CC(NC(C)=O)C(=O)NC2CCN(C(=O)c3ccc(C)cc3)CC2)cc(OC)c1 (stereo not drawn),i,-2,3,-0.7,-4,1,10,-6,1.7
CCOC(=O)c1cc2c(c(CCO)n1)[C@H](CCO)N(S(=O)(=O)C(C)(C)C)C2,i,1,3,-0.2,-1,-7,-3,-6,1.3
Cn1ncc(Cl)c1C(=O)NNC(=O)Nc1cccc2ccccc12,i,-4,1,-0.2,1,1,-7,-1,1.0
COc1ccc(CN(C)C(=O)CNC(=O)c2ccc(C)cc2)cc1,i,-5,3,-0.1,3,4,6,-4,1.4
CC1CC/C(=N/Nc2ccccc2)C(=O)N1 (stereo not drawn),i,-8,4,-0.6,-1,-4,3,-8,2.9
NC(=O)[C@H]1CC2(CC(c3cccc(NC(=O)CC(c4ccccc4)c4ccccc4)c3)=NO2)CN1C(=O)C(c1ccccc1)c1ccccc1 (stereo partly drawn),i,-3,2,-0.3,-2,0,-2,67*,1.7
CC(OC(=O)CN1C(=O)NC2(CCCCC2C)C1=O)c1ccccc1 (stereo not drawn),i,-2,-12,0.1,-3,2,-4,-4,1.3
Cc1ccc(/C=N/n2cnc3sc4c(c3c2=O)CCCC4)o1,i,-9,-5,-0.8,-3,3,9,2,1.4
CCOc1ccc(C(=O)NCC(=O)NCC(c2cccs2)N2CCOCC2)cc1 (stereo not drawn),i,-1,-25,-0.2,2,1,3,-5,-0.4
COCCN(C(=O)CCC(=O)Nc1ccccn1)C(C(=O)NCCC(C)C)c1ccc(F)cc1 (stereo not drawn),i,0,6,-0.6,0,-1,12,-3,-0.6
CC(C)(C)C(=O)CN1C2=NCCN2c2ccccc21,i,-3,-7,0.0,1,-1,-1,-6,1.6
Cc1nnc(N/N=C/c2cccs2)[nH]c1=O,i,-8,6,-1.1,2,-1,-7,-5,3.0
COc1cc(/C=N/NC(=O)c2cc(O)cc(O)c2)ccc1OC(=O)c1ccccc1,i,-1,16,0.2,38,6,-5,2,1.2
Brc1cccc(OCCCNC2CCCC2)c1,i,-3,1,-0.1,-1,0,0,-4,-0.3
CCn1c(O)c(N=Nc2ccc(Cl)c(C(=O)O)c2)c2ccccc21,i,-13,3,-0.6,1,1,-7,-1,0.8
COc1ccccc1NC(=O)CSc1nc2ccccc2n1C(C)=O,i,-7,-2,-0.6,5,3,-1,0,0.1
Cc1ccc2nc(-c3ccccc3)c(Cc3ccccc3C(F)(F)F)n2c1,i,0,-5,-0.1,7,0,10,10,0.5
CC1(C)Cc2c(C#N)c(NCCO)nc(-c3ccco3)c2CO1,+,-4,-8,0.2,-6,0,6,-6,-0.2
CCOC(=O)C1=C(C)N(CCCC(=O)O)C(=O)NC1c1cccs1 (stereo not drawn),i,0,-12,0.0,-2,2,-1,-9,-0.6
COc1cccc(-c2cccc(NC(=O)C3CCN(Cc4ccc(C)o4)CC3)c2)c1,i,-3,5,-0.5,9,-1,5,-8,1.1
Cc1nnc(-c2ccccc2)c[n+]1[O-],i,-2,-12,-0.7,-5,-1,7,-8,-0.2
O=C(Nc1cccc(F)c1)c1ccc(-c2cccnc2)c2ccoc12,i,-7,3,-0.2,10,-2,18,11,x
O=C(Oc1ccc(Cl)c(Cl)c1)C1=CC=CN2CCS(=O)(=O)N=C12,i,-6,4,-0.3,1,2,11,-2,2.2

# A portion of the results above, for reference:
SMILES,Neddylation inh,bovine MsrA act,E coli Lon inh,Tb MetRS inh,CSN deneddyl inh,Rin1-Abl PPI inh,MLLE-PAM2 inh,FAS TE block,MsrA inhibitor
CCn1c(O)c(N=Nc2ccc(Cl)c(C(=O)O)c2)c2ccccc21,i,-13,3,-0.6,1,1,-7,-1,0.8
COc1ccccc1NC(=O)CSc1nc2ccccc2n1C(C)=O,i,-7,-2,-0.6,5,3,-1,0,0.1
Cc1ccc2nc(-c3ccccc3)c(Cc3ccccc3C(F)(F)F)n2c1,i,0,-5,-0.1,7,0,10,10,0.5
CC1(C)Cc2c(C#N)c(NCCO)nc(-c3ccco3)c2CO1,+,-4,-8,0.2,-6,0,6,-6,-0.2
CCOC(=O)C1=C(C)N(CCCC(=O)O)C(=O)NC1c1cccs1 (stereo not drawn),i,0,-12,0.0,-2,2,-1,-9,-0.6

# Following part.
SMILES,Neddylation inh,bovine MsrA act,E coli Lon inh,Tb MetRS inh,CSN deneddyl inh,Rin1-Abl PPI inh,MLLE-PAM2 inh,FAS TE block,MsrA inhibitor
COc1c(S(=O)(=O)n2nc(C)cc2C)ccc(Cl)c1Cl,i,-3,-1,0.2,2,-1,5,2,0.5
CCOC(=O)c1cnc2ccc(OC)cc2c1NCc1ccccc1,i,-2,2,-0.6,-7,0,-1,-1,-0.8
CCCn1c(COc2ccccc2)nc2ccccc21,i,-6,5,-1.9,-2,2,9,3,1.3
COc1cc(/C=C(/C#N)C(=O)Nc2ccccc2)c(Br)cc1OCc1ccc(C(=O)O)cc1,i,-1,-2,0.5,4,-11,-13,34,-0.1
CC(C)(C)OC(=O)N1Cc2ccccc2C[C@H]1C(=O)NCC(=O)NCC1CCCO1 (stereo partly drawn),i,-1,-9,-0.6,-5,1,-9,-6,0.4
COCCNC(=O)c1cc(-c2ccccc2)n(CC2CC(c3ccc(OC)cc3)=NO2)n1 (stereo not drawn),i,-2,-4,0.0,7,-1,-4,-2,-0.8
CCNc1nc(NCC)n2c(SCC(=O)c3ccc(C(C)C)cc3)nnc2n1,i,-3,-16,-0.4,-3,1,-44,-7,0.1

# High-throughput results as filed in PubChem BioAssay.
